IL1B secr inh = inflammasome signaling inhibition, IL-1 beta readout; hit rate 4.7% among 360,000; activity change, % at 57.5 µM; THP-1 LPS/ATP IL-1B secretion, AlphaLISA, 16 h; hits give low values; AID 743279; in the data active means activity change below about -50%; inconclusive means mostly about -30% to -49%; further: on the % scale 0 is the no-effect control and ±100 the full control effect
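Secreted IL-1B measured by AlphaLISA bead assay after 16 h compound exposure of THP-1 cells; compounds (final up to 57.5 uM) added 1 h before LPS (250 ng/mL) and ATP (1.25 mM) stimulation; lower signal means less secretion.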
KB-V1 MDR tox = KB-V1 MDR subline cytotoxicity. AID 1347076. hit rate 3.4% among 400,000. KB-V1 MDR cells viability, CellTiter-Glo, 72 h. Potency, µM (top dose mostly 46.1 µM), without a hit: at the highest dose activity change, negative = cytotoxicity, hits mostly cytotoxic; further: potency means the concentration at half of the fitted maximal effect; on the % scale 0 is the no-effect control and ±100 the full control effect; nearly all actives have a fitted effect of over 60% in size
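Cytotoxicity toward P-gp-expressing KB-V1 cells was determined as loss of CellTiter-Glo luminescence after 72 h at 37 degrees C. Compounds were tested in quantitative HTS format across a concentration range, with curves fitted to normalized data.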
HT1080NT lethal = kills 2HG-producing HT-1080-NT fibrosarcoma cells. HT-1080-NT fibrosarcoma viability, CellTiter-Glo ATP luminescence, 48 h. Potency, µM (top dose mostly 46.1 µM), without a hit: top-dose activity, negative = less viability, actives largely listed as cytotoxic. hit rate 1.6% among 360,000;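 further: NT is the 2HG producing partner of a matched IDH1 knockdown line; potency means the concentration at half of the fitted maximal effect; 0% = DMSO-treated cells and -100% = media-only wells without cells; nearly all actives have a fitted effect of over 55% in size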
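Fibrosarcoma NT cells, 750 per well in 5% FBS RPMI, were exposed to compound for 48 hours. Viability: CellTiter-Glo luminescence.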
SW480 rereplic = induces DNA re-replication in SW480 colon adenocarcinoma cells | SW480 DNA re-replication, Hoechst DNA content imaging, 48 h | Potency, µM (highest dose often 46.1 µM), inactives show at the highest dose re-replication activation, most hits filed as activators | hit rate 1.8% among 340,000 | AID 624297; further: potency means the concentration at half of the fitted maximal effect; % of control where 0% means no effect; nearly all actives have a fitted effect of over 55% in size
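250 cells/well; 23 nL cpd via pin tool; 48 hr, 37 C, 5% CO2; Hoechst 40 min; imager read of total nuclear intensity, ex 405/em 500-530 nm.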
HEK293 tox = cytotoxicity in counter-screen for GLP-1R inverse agonists | HEK293 cAMP-luciferase reporter cells, luminescence, 24 h | AID 624418 | hit rate 0.13% among 410,000 | Potency, µM (doses to about 38.3 µM), without a hit: at the highest dose activity change, negative = inhibition, most hits filed as inhibitors;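 further: loss of luciferase light is scored as toxicity; potency means the concentration at half of the fitted maximal effect; on the % scale 0 is the no-effect control and ±100 the full control effect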
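MLSMR compounds, 24 hr on cells at 37 deg C/5% CO2; luminescence after luciferase reagent (12 min RT). Inhibition counted as the undesired cytotoxic outcome.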
KB-3-1 tox = kills parental KB-3-1 adenocarcinoma cells. Potency, µM (series often up to 46.1 µM), without a hit: at the top dose activity change, negative = cytotoxic, actives largely listed as cytotoxic. hit rate 1.4% among 400,000. AID 1347075. KB-3-1 viability, CellTiter-Glo ATP luminescence, 72 h; further: potency means the concentration at half of the fitted maximal effect; on the % scale 0 is the no-effect control and ±100 the full control effect; nearly all actives have a fitted effect of over 60% in size
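KB-3-1 parental drug-naive adenocarcinoma cells in DMEM/10% FBS, incubated 72 h at 37 C with pin-transferred compounds across a concentration series. Viability by CellTiter-Glo luminescence; concentration-response curves fitted after normalization.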
D3 ag = agonists of human D3 dopamine receptor; max activation, %; hit rate 0.58% among 410,000; D3R DiscoveRx beta-arrestin cells, luminescence, 90 min; AID 652048; P35462; in the data active means max activation above about 30%; further: 0% is about no effect; mostly tested at two doses, the higher about 12 µM
Target sequence (P35462 whole entry, looked up): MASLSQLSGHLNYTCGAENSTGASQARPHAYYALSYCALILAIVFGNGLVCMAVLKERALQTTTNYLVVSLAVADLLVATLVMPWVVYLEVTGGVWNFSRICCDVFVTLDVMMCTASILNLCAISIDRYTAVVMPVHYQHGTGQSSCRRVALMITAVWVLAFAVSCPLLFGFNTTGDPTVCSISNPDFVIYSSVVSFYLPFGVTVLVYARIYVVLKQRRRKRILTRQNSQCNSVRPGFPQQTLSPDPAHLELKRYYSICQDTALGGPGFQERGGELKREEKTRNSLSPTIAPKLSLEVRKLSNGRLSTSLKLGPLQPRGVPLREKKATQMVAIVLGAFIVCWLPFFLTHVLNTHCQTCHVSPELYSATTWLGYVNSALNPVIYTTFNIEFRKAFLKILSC
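Cells at 1500/well, incubated overnight, then treated with pinned compounds (dopamine as control) for 90 min at 37 degrees C. DiscoveRx reagent added for 30 - 60 minutes at room temperature; luminescence read.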
HT1080 IDH1KD tx = toxicity to HT-1080 IDH1 knockdown cells (counter line); HT-1080 IDH1 knockdown viability, ATP luminescence, 48 h; Potency, µM (top dose mostly 46.1 µM), without a hit: at the top dose activity, negative = toxicity, actives largely listed as cytotoxic; hit rate 2% among 360,000;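 further: potency means the concentration at half of the fitted maximal effect; 0% = DMSO wells and -100% = cell-free medium wells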
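% activity derives from luminescence (CellTiter-Glo), normalised to DMSO and no-cell wells. HT-1080-IDH1KD cells, 750/well, had 48 h compound exposure at 37 °C.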
MCF10A rerep = inducers of DNA re-replication in MCF 10A breast cells. MCF 10A DNA re-replication, Hoechst nuclear intensity, 48 h. hit rate 2.9% among 350,000. AID 624296. Potency, µM (doses to about 46.1 µM), without a hit: at the top dose activity, positive = re-replication, most hits filed as activators; further: potency means the concentration at half of the fitted maximal effect; % of control where 0% means no effect; nearly all actives have a fitted effect of over 50% in size
An asterisk follows results filed as active; & = joins results of further samples. Unless noted, the call rests on the fitted dose curve; in most records, active means well fitted curve in the direction sought with a large enough effect; inconclusive means small, poorly fitted or top-dose-only effect, or another doubt; inactive means no such curve, though single readings can be large; an effect the other way counts as inactive or inconclusive. Compounds were not picked by outcome; overall some 11% were active at least once.

Results for Cc1csc(NC(=O)Cc2c[nH]c3ccccc23)n1 ?
IL1B secr inh: 11; KB-V1 MDR tox: 14%; HT1080NT lethal: -8%; SW480 rereplic: -4%; HEK293 tox: 0%; KB-3-1 tox: -2%; D3 ag: -3; HT1080 IDH1KD tx: -19%; MCF10A rerep: inconclusive

How did CCOc1ccc(C(=O)Nc2nnc(C)s2)cc1OCC do in these assays?
IL1B secr inh: 17; KB-V1 MDR tox: 0%; HT1080NT lethal: -1%; SW480 rereplic: 1%; HEK293 tox: 12%; KB-3-1 tox: -9%; D3 ag: 1; HT1080 IDH1KD tx: 1%; MCF10A rerep: -1%

What do the screens show for `CSc1ccc(CN2CCC(C)(Oc3cccc(Cl)c3)C2)cc1` (stereo not given)?
IL1B secr inh: 8; KB-V1 MDR tox: 5%; HT1080NT lethal: -3%; HEK293 tox: 5%; KB-3-1 tox: 0%; D3 ag: -12; HT1080 IDH1KD tx: 3%

Results for COc1cccc(C(=O)/C=C/Nc2ccc(S(=O)(=O)Nc3cccc(C(C)=O)c3)cc2)c1 ?
IL1B secr inh: -28; KB-V1 MDR tox: inconclusive; HT1080NT lethal: -8%; SW480 rereplic: 21µM*; HEK293 tox: 4%; KB-3-1 tox: -12%; D3 ag: 12; HT1080 IDH1KD tx: -16%; MCF10A rerep: 10µM*

Results for CCOC(=O)[C@H]1[C@H]2COc3ccccc3[C@@H]2N2C(=O)c3ccc(Cl)cc3NC(=O)[C@@]12C ?
IL1B secr inh: -67*; KB-V1 MDR tox: inconclusive; HT1080NT lethal: inconclusive; SW480 rereplic: 2%; HEK293 tox: 3%; KB-3-1 tox: inconclusive; D3 ag: -21; HT1080 IDH1KD tx: -6%; MCF10A rerep: 4%

Results for C=COCCNC(=S)N1CCOCCOCCN(C(=S)NCCOC=C)CCOCCOCC1 ?
IL1B secr inh: -17; KB-V1 MDR tox: 7%; HT1080NT lethal: -1%; SW480 rereplic: 5%; HEK293 tox: 12%; KB-3-1 tox: -2%; D3 ag: -2; HT1080 IDH1KD tx: 7%; MCF10A rerep: 0%

Results for CC(=O)Nc1ccc(NC(=O)c2nc(SCc3ccccc3C)ncc2Cl)cc1 ?
KB-V1 MDR tox: 2%; HEK293 tox: inconclusive; KB-3-1 tox: 7%; D3 ag: -7

How did Cc1ccc2c(c1)cc1c(=O)n(CC(=O)N3CCCC3)nc(C)n12 do in these assays?
IL1B secr inh: -8; KB-V1 MDR tox: -16%; HT1080NT lethal: 22%; SW480 rereplic: -2%; HEK293 tox: -9%; KB-3-1 tox: 0%; D3 ag: -7; HT1080 IDH1KD tx: 23%; MCF10A rerep: 4%

How did O=C(Cn1cc([N+](=O)[O-])cn1)N1CCCc2ccccc21 do in these assays?
IL1B secr inh: 7; KB-V1 MDR tox: 0%; HT1080NT lethal: 9%; SW480 rereplic: 4%; HEK293 tox: 24%; KB-3-1 tox: -2%; D3 ag: -3; HT1080 IDH1KD tx: -8%; MCF10A rerep: 4%

How did CCc1ccc(N(CC(=O)N2CCOCC2)S(C)(=O)=O)cc1 do in these assays?
IL1B secr inh: 21; KB-V1 MDR tox: -12%; HT1080NT lethal: 5%; SW480 rereplic: -1%; HEK293 tox: -20%; KB-3-1 tox: 6%; D3 ag: 3; HT1080 IDH1KD tx: 7%; MCF10A rerep: 1%

Results for CN1C(C)(C)CC(NC(=O)c2ccco2)CC1(C)C ?
IL1B secr inh: 5; KB-V1 MDR tox: 26%; HT1080NT lethal: 9%; SW480 rereplic: 9%; HEK293 tox: 1%; KB-3-1 tox: -1%; D3 ag: 4; HT1080 IDH1KD tx: 0%; MCF10A rerep: -1%

How did CCCNC(=O)CSc1nnc(-c2ccccc2Br)n1-c1cccc(C(F)(F)F)c1 do in these assays?
IL1B secr inh: 7; KB-V1 MDR tox: inconclusive; HT1080NT lethal: -10%; SW480 rereplic: 1%; HEK293 tox: -16%; KB-3-1 tox: -2%; D3 ag: -3; HT1080 IDH1KD tx: -23%; MCF10A rerep: -1%

The last three compounds of the section before are carried over, then new ones follow:
How did CCc1ccc(N(CC(=O)N2CCOCC2)S(C)(=O)=O)cc1 do in these assays?
IL1B secr inh: 21; KB-V1 MDR tox: -12%; HT1080NT lethal: 5%; SW480 rereplic: -1%; HEK293 tox: -20%; KB-3-1 tox: 6%; D3 ag: 3; HT1080 IDH1KD tx: 7%; MCF10A rerep: 1%

Results for CN1C(C)(C)CC(NC(=O)c2ccco2)CC1(C)C ?
IL1B secr inh: 5; KB-V1 MDR tox: 26%; HT1080NT lethal: 9%; SW480 rereplic: 9%; HEK293 tox: 1%; KB-3-1 tox: -1%; D3 ag: 4; HT1080 IDH1KD tx: 0%; MCF10A rerep: -1%

How did CCCNC(=O)CSc1nnc(-c2ccccc2Br)n1-c1cccc(C(F)(F)F)c1 do in these assays?
IL1B secr inh: 7; KB-V1 MDR tox: inconclusive; HT1080NT lethal: -10%; SW480 rereplic: 1%; HEK293 tox: -16%; KB-3-1 tox: -2%; D3 ag: -3; HT1080 IDH1KD tx: -23%; MCF10A rerep: -1%

What do the screens show for `CCc1ccccc1NC(=O)Nc1nnc(N(C)Cc2ccccc2)s1`?
KB-V1 MDR tox: 2%; HEK293 tox: -3%; KB-3-1 tox: 16%; D3 ag: 5

How did O=C(NCCS(=O)(=O)N1CCN(c2cccc(Cl)c2)CC1)c1ccc2c(c1)OCO2 do in these assays?
IL1B secr inh: 14; KB-V1 MDR tox: inconclusive; HT1080NT lethal: 4%; SW480 rereplic: 1%; HEK293 tox: -24%; KB-3-1 tox: -7%; D3 ag: -3; HT1080 IDH1KD tx: -24%; MCF10A rerep: 11%

What do the screens show for `CCC1(c2ccc(F)cc2)NC(=O)N(CC(=O)N2c3ccccc3CC2C)C1=O` (stereo not given)?
IL1B secr inh: 4; KB-V1 MDR tox: 6%; HT1080NT lethal: -16%; SW480 rereplic: -3%; HEK293 tox: -17%; KB-3-1 tox: -8%; D3 ag: 0; HT1080 IDH1KD tx: -2%; MCF10A rerep: 0%

Results for Cc1cccc(C)c1NC(=O)NC1(C(=O)NCc2ccncc2)CCCCC1 ?
IL1B secr inh: 10; KB-V1 MDR tox: 21%; HT1080NT lethal: 0%; SW480 rereplic: -54%; HEK293 tox: 10%; KB-3-1 tox: -3%; D3 ag: -3; HT1080 IDH1KD tx: 12%; MCF10A rerep: -25%

What do the screens show for `O=C(CSc1nc2cc(Cl)ccc2c(=O)n1Cc1ccco1)Nc1ccc(S(=O)(=O)N2CCOCC2)cc1`?
IL1B secr inh: -5; KB-V1 MDR tox: 1%; HT1080NT lethal: 0%; SW480 rereplic: 5%&1%; HEK293 tox: 4%; KB-3-1 tox: 4%; D3 ag: -3; HT1080 IDH1KD tx: 1%; MCF10A rerep: -4%&3%

Results for CC(NC(=O)c1ccccc1Cl)C(=O)NCc1cccs1 (stereo not given) ?
IL1B secr inh: 10; KB-V1 MDR tox: -2%; HT1080NT lethal: 3%; SW480 rereplic: 2%; HEK293 tox: 20%; KB-3-1 tox: -1%; D3 ag: -9; HT1080 IDH1KD tx: -3%; MCF10A rerep: -1%

What do the screens show for `O=C(COC(=O)CNC(=O)c1cccc(Br)c1)Nc1nnc(-c2ccccc2)o1`?
IL1B secr inh: 21; KB-V1 MDR tox: 3%; HT1080NT lethal: 6%; SW480 rereplic: -11%; HEK293 tox: -5%; KB-3-1 tox: 11%; D3 ag: 1; HT1080 IDH1KD tx: 3%; MCF10A rerep: 1%

Results for CCOC(CCNC(=O)CCC(=O)Nc1ccc2nc(N3CCN(C)CC3)cc(C)c2c1)OCC ?
IL1B secr inh: 10; KB-V1 MDR tox: 21%; HT1080NT lethal: 1%; SW480 rereplic: -5%; HEK293 tox: 22%; KB-3-1 tox: 7%; D3 ag: -7; HT1080 IDH1KD tx: 3%; MCF10A rerep: 4%

Results for COc1cccc(NC(=O)N2CCCC(C(=O)Nc3ccccc3OC)C2)c1 (stereo not given) ?
IL1B secr inh: 15; KB-V1 MDR tox: 21µM*; HT1080NT lethal: 8%; SW480 rereplic: 4%; HEK293 tox: -20%; KB-3-1 tox: 12%; D3 ag: 4; HT1080 IDH1KD tx: 14%; MCF10A rerep: -1%

What do the screens show for `Cc1cc(NC(=O)CCC(=O)N(CC(=O)NCC2CCCO2)Cc2ccc(F)cc2)no1` (stereo not given)?
IL1B secr inh: -8; KB-V1 MDR tox: -4%; HT1080NT lethal: 4%; SW480 rereplic: 0%; HEK293 tox: 9%; KB-3-1 tox: 16%; D3 ag: -4; HT1080 IDH1KD tx: 13%; MCF10A rerep: 2%

Results for CCCCC(=O)Nc1ccc(N2CCN(c3ccc(F)cc3)CC2)cc1 ?
IL1B secr inh: 11; KB-V1 MDR tox: 14%; HT1080NT lethal: 10%; SW480 rereplic: -5%; HEK293 tox: 7%; KB-3-1 tox: 20%; D3 ag: 15; HT1080 IDH1KD tx: 15%; MCF10A rerep: -4%

What do the screens show for `C=CCOc1ccc(/C=N/N2C(=O)C(CC(=O)Nc3ccc(F)cc3F)SC2=NC)cc1` (stereo not given)?
IL1B secr inh: -5; KB-V1 MDR tox: inconclusive; HT1080NT lethal: 15µM*; SW480 rereplic: inconclusive; HEK293 tox: -25%; KB-3-1 tox: inconclusive; D3 ag: 2; HT1080 IDH1KD tx: inconclusive; MCF10A rerep: inconclusive

What do the screens show for `COc1ccc(OCC(O)Cn2c(=N)n(CCN3CCOCC3)c3ccccc32)cc1` (stereo not given)?
IL1B secr inh: -62*; KB-V1 MDR tox: 3%; HT1080NT lethal: -30%; SW480 rereplic: -2%; HEK293 tox: -27%; KB-3-1 tox: -7%; D3 ag: 1; HT1080 IDH1KD tx: -29%; MCF10A rerep: 17%
